Assay outcomes from PubChem BioAssay.
MsrA inhibitor: bovine MsrA inhibition | 360,000 compounds, 0.75% hits | AID 651718 | inhibition, % at 15.5 µM | purified bovine MsrA, absorbance read-out; in the data active = inhibition above about 4.5%;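 also: 0% = vehicle wells with enzyme and 100% = reference inhibitor wells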
MLLE-PAM2 inh: blocks PAM2 peptide binding to the PABP1 MLLE domain; inhibition, % at 20 µM; AID 588489; 360,000 compounds, 0.36% hits; GST-MLLE / FITC-PAM2 fluorescence polarization; P11940; in the data active = inhibition above about 35%, passing the limit was not always enough;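 also: plate controls were DMSO wells with GST-MLLE for no effect and wells lacking GST-MLLE protein for full effect; some results filed as inactive read as strong as hits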
Rin1 Abl inh: blocks binding of human Rin1 to Abl | 360,000 compounds, 0.4% hits | P00519+Q13671 | TR-FRET Rin1/Abl binding, biochemical | inhibition, % at 7.35 µM; in the data active = inhibition above about 5%, passing the limit was not always enough
FAS TE block: FAS thioesterase (human) inhibition; P49327; recombinant FAS-TE, OMFH fluorogenic substrate, fluorescence endpoint; inhibition, % at 15 µM; 360,000 compounds, 0.67% hits; AID 602261;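 active = compounds whose normalised, plate-corrected inhibition of enzyme fluorescence in the single-dose primary screen is 50% or more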;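 also: 0% = DMSO with enzyme and 100% = substrate without enzyme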
MT1-MMP act inh: inhibitors of human MT1-MMP activation; GFP/RFP ratio change, % at 20 µM; HT1080 RFP-PRO-GFP cells, GFP/RFP ratio fluorescence, overnight; percent of plate control window, DMSO zero; 360,000 compounds, 0.061% hits;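 active = GFP/RFP ratio change of at least 30% with cell ATP level not reduced by more than half and red fluorescence within 50% of control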; also: strong numbers were not always called active
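Material: RFP-PRO-GFP reporter HT1080 cells. Dosing: single-point 20 µM compound, 1% DMSO. Controls: DMSO and RFP-L50D-GFP cell wells. Timing: cells overnight before dosing, compound overnight, 37 °C, 5% CO2. Measure: GFP/RFP fluorescence ratio.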
Rpn11 block: Rpn11 (human) deubiquitinase inhibition. 360,000 compounds, 0.59% hits. calls only at 20 µM. O00487. AID 588493. human 26S proteasome, Ub4-pepOG fluorescence polarization; 20S core pre-blocked with epoxomicin;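 active = inhibition at 20 µM, scaled to each plate's controls, above about 33%, limit read from the data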
CSN deneddyl inh: blocks human CSN-mediated cullin deneddylation. 360,000 compounds, 0.38% hits. inhibition, % at 12.5 µM. Q92905. Purified CSN, SCF-Nedd8-OG deneddylation, fluorescence polarization. AID 651999;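 active = pattern-corrected inhibition above about 35%, with an unprinted fluorescence ratio check between 0.5 and 1.5, limit read from the data, passing the limit was not always enough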;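 also: 0% = enzyme with substrate and 100% = substrate without enzyme; some results filed as inactive read as strong as hits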
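test system = HEK293T-derived human Csn5 enzyme | amount = 0.24 nM Csn5 enzyme, final concentration | medium = Tris/NaCl/DTT buffer, pH 7.5 | schedule = 90 min reaction at room temperature | signal = FP | evaluation = inhibition of Csn5 cleavage, % | compound dosing = single dose of 12.5 µM compound with 0.25% DMSO | probe or stimulus = 10 nM SCFSkp2-Nedd8OG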
MsrA act: bovine methionine sulfoxide reductase A activation; purified bovine MsrA, absorbance read-out; activation, % at 10.6 µM; 360,000 compounds, 0.3% hits; AID 602163; in the data active = activation above about 7.5%;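 also: 0% = vehicle and 100% = reference activator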
E coli Lon inh: inhibitors of E. coli Lon protease; AID 602123; 360,000 compounds, 0.42% hits; inhibition, % at 7.94 µM; purified E. coli Lon protease, fluorescence polarization; in the data active = inhibition above about 13%, passing the limit was not always enough;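 also: 0% = enzyme with probe and DMSO and 100% = no enzyme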
Target sequence (P0A9M0 whole entry, looked up): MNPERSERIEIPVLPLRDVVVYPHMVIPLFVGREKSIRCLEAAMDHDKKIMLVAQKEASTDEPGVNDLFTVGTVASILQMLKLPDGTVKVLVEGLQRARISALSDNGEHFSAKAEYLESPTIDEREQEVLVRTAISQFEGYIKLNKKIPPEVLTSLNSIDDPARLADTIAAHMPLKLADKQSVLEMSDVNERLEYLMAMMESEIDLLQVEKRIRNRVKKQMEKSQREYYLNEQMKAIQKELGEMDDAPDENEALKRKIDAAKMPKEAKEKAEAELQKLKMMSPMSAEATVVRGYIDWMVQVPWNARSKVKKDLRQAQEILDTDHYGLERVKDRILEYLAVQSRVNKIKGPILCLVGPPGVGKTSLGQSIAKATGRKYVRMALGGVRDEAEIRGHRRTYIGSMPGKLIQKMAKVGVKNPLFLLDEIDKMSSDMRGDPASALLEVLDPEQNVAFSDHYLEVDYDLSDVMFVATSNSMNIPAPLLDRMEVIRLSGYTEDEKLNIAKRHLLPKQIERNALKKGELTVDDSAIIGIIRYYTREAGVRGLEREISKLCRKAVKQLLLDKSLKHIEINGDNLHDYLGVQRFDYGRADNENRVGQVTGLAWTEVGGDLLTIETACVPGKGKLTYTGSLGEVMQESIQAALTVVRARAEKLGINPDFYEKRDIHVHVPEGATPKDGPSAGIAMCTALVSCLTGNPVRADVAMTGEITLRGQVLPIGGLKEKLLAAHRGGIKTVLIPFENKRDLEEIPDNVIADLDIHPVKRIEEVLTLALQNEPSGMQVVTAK
Starred values were filed as active, the others as inactive; i = inactive; · = not tested or not shown.

cpd	smiles	Rpn11 block	MT1-MMP act inh	MsrA act	CSN deneddyl inh	E coli Lon inh	FAS TE block	Rin1 Abl inh	MsrA inhibitor	MLLE-PAM2 inh
1	COc1ccc(C(=O)c2ccc(Cl)c([N+](=O)[O-])c2)cc1	i	7	-9	-11	0	28	3	1.2	2
2	COc1ccc2c(CCNC(=O)Nc3ccccc3)c[nH]c2c1	i	7	-8	2	4	-7	2	-0.3	-2
3	O=S(=O)(c1ccc(Br)cc1)n1c(Cc2ccccc2)nc2ccccc21	i	0	2	-3	-8	-10	1	-0.7	-13
4	O=C(CSc1nnc(-c2ccc(C(F)(F)F)cn2)s1)c1ccc(Cl)cc1	i	-2	-2	1	0	1	0	0.1	-84
5	CCOC(=O)c1nnc(-c2ccccc2)nc1NC	i	0	-10	-3	12	-12	2	1.1	-14
6	CN(C1CCCCC1)S(=O)(=O)c1ccc(SCC(N)=O)nc1	i	-1	-5	6	6	-10	-4	1.1	5
7	O=C(COC(=O)c1cncc(Br)c1)NCCC1=CCCCC1	i	-6	-1	-4	7	2	1	-0.1	-3
8	Nc1nnc(-c2cc3ccccc3oc2=O)s1	i	-5	-5	3	-3	-6	-9	2.1	-18
9	Cn1c(=O)[nH]c(=O)c2c1nc(N1CCNCC1)n2CCOc1ccccc1	i	-2	0	-2	-2	-14	0	-0.6	-14
10	Cc1ccc2nc(Nc3nc(C)cc(-c4ccccc4)n3)[nH]c(=O)c2c1	i	-2	6	4	3	-4	-5	2.8	-7
11	Cc1cc(C[n+]2cc(Br)ccc2N)c2ncccc2c1	i	-1	-10	0	11	3	-2	2.1	1
12	Cc1ccnc(NS(=O)(=O)c2ccc(NC(=O)C3CCCO3)cc2)n1 (configuration not stated)	i	6	-3	0	-9	-6	1	-0.9	3

Other records follow:
cpd	smiles	Rpn11 block	MT1-MMP act inh	MsrA act	CSN deneddyl inh	E coli Lon inh	FAS TE block	Rin1 Abl inh	MsrA inhibitor	MLLE-PAM2 inh
13	CCCc1cc(=O)[nH]c(SCC(=O)NCCC2=CCCCC2)n1	i	6	-2	3	-4	-1	1	-0.9	-3
14	COCCCNC(=O)CCc1c(C)nc2c(-c3ccc(F)cc3)c(C)nn2c1C	i	4	-5	-1	1	-4	-4	-1.1	0
15	O=C(NCc1ccccc1)C1CNCC(C(=O)NCc2ccccc2)C1 (configuration not stated)	i	3	-1	-3	-1	-7	-5	0.1	-1
16	COc1ccc(-c2cnc(OC(C)(C)C)nc2OC(C)(C)C)cc1OC	i	-1	-3	-3	4	17	-1	-0.3	-3
17	O=C(CSc1nnnn1C1CCCC1)Nc1ccccc1N1CCOCC1	i	-2	-2	-1	8	0	-2	0.4	-11
18	COc1ccc(N2C[C@H](C)[C@@H](CC(=O)Nc3ccc(Br)cc3)C2=O)cc1	i	5	-7	3	0	-9	-2	2.3	6
19	CSc1nnc(C)c(=O)[nH]1	i	-3	-3	-5	-1	-4	0	-0.1	9
20	O=S(=O)(/N=C(/Nc1ccc(F)cc1F)c1ccccc1)c1ccccc1	i	5	-4	-3	-4	-5	2	-0.6	-7
21	COc1ccccc1/C=N/NC(=O)c1nnn(-c2nonc2N)c1CSC1=NCCS1	i	5	-14	7	0	-8	5	1.2	6
22	COc1cc2c(cc1OC)C1=C(C#N)CCC(=NC(=O)c3ccc(Cl)cc3)N1CC2	i	2	0	0	7	-2	-2	3.0	-10
23	CCn1c(Oc2ccc(F)cc2)nc2c1c(=O)n(C)c(=O)n2C	i	-12	-2	0	-7	5	2	0.7	-1
24	CC1CC(C)(C)NC(=S)N1CCCC(=O)Nc1ccccc1F (configuration not stated)	i	0	-3	11	-1	-2	-1	-0.7	-72

(list continues)
cpd	smiles	Rpn11 block	MT1-MMP act inh	MsrA act	CSN deneddyl inh	E coli Lon inh	FAS TE block	Rin1 Abl inh	MsrA inhibitor	MLLE-PAM2 inh
25	O=S(=O)(NCc1ccc(F)cc1)c1ccc(-n2cnnn2)cc1	i	6	-6	-1	8	-3	-3	-0.9	11
26	Cc1csc2nc(CNC(=O)c3ccco3)cn12	i	3	-1	0	0	-9	0	-1.0	9
27	CC(=O)Nc1ccc(S(=O)(=O)Nc2ccc(N3CCCCC3)cc2)cc1	i	-4	0	1	-7	2	6	0.9	-13
28	COc1cccc(-n2c(=S)sc3c(=O)n(-c4ccccc4OC)c(=S)[nH]c32)c1	i	-1	-2	-7	4	22	-3	0.8	41*
29	CCc1ccc(C2c3[nH]c4ccccc4c3CCN2C(=O)c2ccc(=O)n(C)n2)cc1 (configuration not stated)	i	0	-3	1	-1	8	-1	3.3	-3
30	Cc1ccc(S(=O)(=O)Nc2nc3ccccc3nc2N2CCOCC2)cc1	i	2	-3	1	-1	-8	2	-0.6	-8
31	CCOC(=O)c1sc(NC(=O)c2ccc(=O)[nH]c2)nc1C	i	0	-2	0	-12	-4	1	1.3	-36
32	Cc1ccc([C@@H]2CC=C(C(=O)O)[C@H](c3ccc(F)cc3)N2S(=O)(=O)c2ccc(C)cc2)cc1	i	-6	-1	-4	-3	3	5	-0.3	19
33	COc1ccc(C(=O)NCc2ccc(Cl)c(Cl)c2)cc1OC	i	-12	-2	-6	-4	15	-2	0.5	11
34	Cc1ccc(Cl)c(OCCN2CCCC(C)C2)c1 (configuration not stated)	i	3	-5	-7	-5	-7	5	1.3	5
35	O=C(Nc1ccccc1)N1CCN(c2ccc(C(F)(F)F)cn2)CC1	i	4	-4	-2	-10	3	2	0.6	-13
36	CC1=CC(C)(C)n2c(O)c(N=NC(N)=S)c3c(C)ccc1c32	i	7	-3	1	-10	-8	-1	0.1	-10

Next structures.
cpd	smiles	Rpn11 block	MT1-MMP act inh	MsrA act	CSN deneddyl inh	E coli Lon inh	FAS TE block	Rin1 Abl inh	MsrA inhibitor	MLLE-PAM2 inh
37	COC(=O)c1ccccc1-n1c(CCC(=O)O)ccc1-c1ccccc1	i	-4	-2	2	6	-8	2	0.9	7
38	CC(NC(=S)N1CCOCC1)c1ccccc1 (configuration not stated)	i	5	0	-8	-2	-5	-2	2.2	-102
39	CC1CN(S(=O)(=O)c2cc(C(=O)NCc3ccncc3)ccc2Cl)CC(C)O1 (configuration not stated)	i	-4	-1	0	0	-6	1	0.7	-7
40	O=C(CN1C(=O)c2cccc3cccc(c23)C1=O)N1CCN(Cc2ccc3c(c2)OCO3)CC1	i	-3	-8	-2	-6	12	-2	1.8	11
41	Cc1ccc(C(=O)N2CCN(c3cc(=O)[nH]nc3-c3ccccc3)CC2)cc1	i	1	0	3	3	-8	-1	-0.5	11
42	O=C(COCc1cc(-c2ccc3c(c2)OCO3)on1)N1CCN(c2ccc(F)cc2)CC1	i	-3	0	1	-13	10	3	1.7	4
43	CCC(C)(C)NC(=O)CN(C(=O)c1snc(C(N)=O)c1N)c1ccc2c(c1)OCCO2	i	2	4	-1	-9	2	-6	1.3	9
44	COC(=O)C(O)(CC(=O)Nc1cc(OC)c(OC)c(OC)c1)C(F)(F)F (configuration not stated)	i	-2	-3	-2	-3	-10	0	1.5	3
45	S=C(NCCN1CCOCC1)Nc1ccc(Cl)c(Cl)c1	i	4	-3	1	-6	-5	-2	-0.1	14
46	O=C1NC[C@@H](CCCCN2CCN(CCc3ccc(O)cc3)C(=O)C2=O)N(CCC2CCCCC2)C1=O	·	7	1	-3	-4	-2	·	-0.1	·
47	CCOc1cccc(C(=O)Nc2cccc(-c3nc4ncccc4o3)c2C)c1	i	7	-10	0	-2	-6	-4	-0.5	-3
48	Cc1ccnc(NC(=O)C(Cc2ccccc2)NC(=O)c2ccccc2)c1 (configuration not stated)	i	-3	-4	-3	3	1	-4	1.1	-6

Continued:
cpd	smiles	Rpn11 block	MT1-MMP act inh	MsrA act	CSN deneddyl inh	E coli Lon inh	FAS TE block	Rin1 Abl inh	MsrA inhibitor	MLLE-PAM2 inh
49	C[C@H](CO)N1C[C@H](C)[C@@H](CN(C)CC2CCCCC2)Oc2c(NS(=O)(=O)c3cccs3)cccc2C1=O	i	2	-2	6	-9	-1	3	·	2
50	CCOc1ccc(CCNC(=O)C2=C(C)C(=O)OC23CCC(C)CC3)cc1OCC (configuration not stated)	i	-3	-16	0	2	-8	1	-1.4	7
51	COc1cccc(NC(=O)Nc2ccc3c(c2)OCO3)c1	i	2	-6	2	-20	-1	2	0.6	17
52	COc1ccc(CNC(=O)C2(CC3CC(c4ccccc4)=NO3)CCN(C(=O)CCCCCBr)CC2)cc1 (configuration not stated)	i	-4	-4	-1	-1	-9	1	-0.6	5
53	O=c1c2sccc2nc(SCc2cc(=O)n3cc(Cl)ccc3n2)n1Cc1ccccn1	i	-3	-7	5	-3	2	0	-0.9	35

9 compounds from above, arranged by molar mass, rising:
cpd	smiles	Rpn11 block	MT1-MMP act inh	MsrA act	CSN deneddyl inh	E coli Lon inh	FAS TE block	Rin1 Abl inh	MsrA inhibitor	MLLE-PAM2 inh
45	S=C(NCCN1CCOCC1)Nc1ccc(Cl)c(Cl)c1	i	4	-3	1	-6	-5	-2	-0.1	14
47	CCOc1cccc(C(=O)Nc2cccc(-c3nc4ncccc4o3)c2C)c1	i	7	-10	0	-2	-6	-4	-0.5	-3
44	COC(=O)C(O)(CC(=O)Nc1cc(OC)c(OC)c(OC)c1)C(F)(F)F (configuration not stated)	i	-2	-3	-2	-3	-10	0	1.5	3
50	CCOc1ccc(CCNC(=O)C2=C(C)C(=O)OC23CCC(C)CC3)cc1OCC (configuration not stated)	i	-3	-16	0	2	-8	1	-1.4	7
42	O=C(COCc1cc(-c2ccc3c(c2)OCO3)on1)N1CCN(c2ccc(F)cc2)CC1	i	-3	0	1	-13	10	3	1.7	4
53	O=c1c2sccc2nc(SCc2cc(=O)n3cc(Cl)ccc3n2)n1Cc1ccccn1	i	-3	-7	5	-3	2	0	-0.9	35
46	O=C1NC[C@@H](CCCCN2CCN(CCc3ccc(O)cc3)C(=O)C2=O)N(CCC2CCCCC2)C1=O	·	7	1	-3	-4	-2	·	-0.1	·
49	C[C@H](CO)N1C[C@H](C)[C@@H](CN(C)CC2CCCCC2)Oc2c(NS(=O)(=O)c3cccs3)cccc2C1=O	i	2	-2	6	-9	-1	3	·	2
52	COc1ccc(CNC(=O)C2(CC3CC(c4ccccc4)=NO3)CCN(C(=O)CCCCCBr)CC2)cc1 (configuration not stated)	i	-4	-4	-1	-1	-9	1	-0.6	5
